# LEDGF integ inh = blocks HIV-1 LEDGF/p75-dependent DNA integration; TR-FRET IN-LEDGF/p75 DNA integration, Eu/Cy5; inhibition, % at 3.7 µM; 0.64% of 370,000 active; AID 743269;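 active means inhibition above the screen-wide mean plus 3 SD, cut at about 13% in these data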;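 further: signal is the Cy5 over europium emission ratio at 671 and 618 nm; 0% = plate median of compound wells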
# PRMT1 FP inh = PRMT1 (human) inhibition, primary screen | 1.3% of 370,000 active | AID 652257 | Q99873 | recombinant PRMT1, activity-based probe fluorescence polarization | inhibition, % at 2.79 µM;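 active means inhibition above about 21% made by adding two undisclosed values, limit read from the data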
# Target sequence (Q99873 whole entry, looked up): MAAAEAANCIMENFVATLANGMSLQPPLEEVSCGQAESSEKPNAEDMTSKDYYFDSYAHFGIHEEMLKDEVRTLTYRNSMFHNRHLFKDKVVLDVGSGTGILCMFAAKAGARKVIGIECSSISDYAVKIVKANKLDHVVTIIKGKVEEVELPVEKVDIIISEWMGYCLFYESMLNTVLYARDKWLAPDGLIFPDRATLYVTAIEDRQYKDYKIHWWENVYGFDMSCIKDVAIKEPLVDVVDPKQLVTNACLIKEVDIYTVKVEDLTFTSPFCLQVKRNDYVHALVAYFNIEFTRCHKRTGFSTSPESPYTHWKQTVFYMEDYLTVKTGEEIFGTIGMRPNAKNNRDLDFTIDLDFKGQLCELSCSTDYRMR
# UHRF1 binding = UHRF1 methyl-DNA binding inhibition; inhibition, % at 4.4 µM; 0.75% of 370,000 active; UHRF1 binding to methylated oligo, TR-FRET; in the data active means inhibition above about 21%;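 further: UHRF1 SRA domain binding a hemimethylated CpG hairpin DNA probe; 0% = median of test compound wells and 100% = reference inhibitor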
# SIAE primary = inhibitors of human sialic acid acetylesterase SIAE; AID 1053197; SIAE FP-Rh probe binding, fluorescence polarization; 0.69% of 370,000 active; Q9HAT2; inhibition, % at 9.66 µM;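 active means inhibition above a cutoff: mean of compounds within the control limits plus 3 SD of those, cut at about 17% in these data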;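 further: 0% = plate median of compound wells and 100% = probe without SIAE protein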
# MBD2 DNA inh = MBD2-methylated oligo binding inhibition | Q9UBB5 | TR-FRET, MBD2 binding to methylated oligonucleotide | inhibition, % at 4.4 µM | 0.31% of 370,000 active; in the data active means inhibition above about 13%
# Target sequence (Q9UBB5 whole entry, looked up): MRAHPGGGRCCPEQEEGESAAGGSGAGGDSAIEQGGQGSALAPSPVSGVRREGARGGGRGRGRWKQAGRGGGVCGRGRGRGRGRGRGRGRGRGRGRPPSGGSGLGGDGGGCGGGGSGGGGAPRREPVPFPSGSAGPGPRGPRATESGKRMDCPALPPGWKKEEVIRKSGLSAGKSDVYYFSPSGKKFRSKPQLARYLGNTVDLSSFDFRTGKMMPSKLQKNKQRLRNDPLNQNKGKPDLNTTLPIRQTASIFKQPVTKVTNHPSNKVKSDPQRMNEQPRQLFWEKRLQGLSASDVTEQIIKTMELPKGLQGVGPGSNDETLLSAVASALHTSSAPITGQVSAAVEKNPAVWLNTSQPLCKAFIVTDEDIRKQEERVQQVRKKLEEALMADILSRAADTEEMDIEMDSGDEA
# proKLK7 act = proKLK7 (human) activation, primary screen; P49862; purified proKLK7, EDANS-DABCYL substrate fluorescence; 100% is mature enzyme control, 0% vehicle; activation, % at 7 µM; 0.9% of 370,000 active; AID 652039;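 active means activation above the mean of all tested compounds plus 3 SD, computed per campaign excluding outliers beyond control limits, cut at about 13% in these data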
# Target sequence (P49862 whole entry, looked up): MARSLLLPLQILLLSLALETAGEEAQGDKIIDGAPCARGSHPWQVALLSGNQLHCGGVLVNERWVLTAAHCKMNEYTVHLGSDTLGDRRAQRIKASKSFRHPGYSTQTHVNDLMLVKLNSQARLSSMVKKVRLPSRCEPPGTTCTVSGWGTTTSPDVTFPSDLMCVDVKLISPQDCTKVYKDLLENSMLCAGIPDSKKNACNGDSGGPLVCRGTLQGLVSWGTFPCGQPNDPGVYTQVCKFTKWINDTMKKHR
# TCR-CD3 inh = human TCR-CD3 binding inhibition. inhibition, % at 9.4 µM. 0.37% of 360,000 active. TAMRA-labeled TCR probe fluorescence, biochemical; in the data active means inhibition above about 19%;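 further: recombinant mutant TCR 2C K166C tagged with TAMRA read by polarization; 0% = receptor in buffer alone and 100% = receptor with positive control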
# Tn7 DDE FP = inhibitors of Tn7 peptide binding to human fibrin DD(E). inhibition, % at 8.3 µM. 0.13% of 370,000 active. AID 720508. FP displacement of FITC-Tn7 peptide from fibrin DD(E); 0% = median of compound wells per plate;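 active means inhibition above the mean of compounds falling within the control limits plus 3 SD of them, cut at about 14% in these data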;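 further: 0% = plate median of compound wells and 100% = 10 µM Aha-Tn7 peptide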
#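 Assay system: Human clot-derived fibrin DD(E) complex | Buffer or medium: Tris/NaCl/CaCl2 buffer, pH 7.8 | Repeats: One replicate per compound | Benchmarks: Aha-Tn7 high control | Measure: % inhibition scaled between sample-field median and high-control FP | Schedule: 10 min plus 3 h, room temperature | Signal: Fluorescence polarization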
# DDE Tn6 FP inh = inhibitors of Tn6 peptide binding to human fibrin DD(E); inhibition, % at 8.3 µM; AID 720509; P02675; Fibrin DD(E) TRITC-Tn6 fluorescence polarization displacement; 0.21% of 370,000 active;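 active means inhibition above a per-campaign cutoff: mean of compounds within control limits plus 3 SD, cut at about 15% in these data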;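 further: 0% = median of all compound wells on the plate and 100% = blocking peptide control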
# TDP2 absorb = blocks human TDP2 phosphodiesterase activity. O95551. inhibition, % at 12.8 µM. 0.34% of 370,000 active. AID 720702. recombinant TDP2, T5PNP hydrolysis, p-nitrophenol absorbance 415 nm;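 active means inhibition above the mean of all tested compounds plus 3 SD, set per campaign, cut at about 25% in these data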;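 further: 0% = DMSO with enzyme and 100% = buffer with substrate but no TDP2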
#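 Incubation: 2 h at 37 °C; Test system: recombinant human TDP2; Quantity: enzyme 120 nM; Read-out basis: percent inhibition; Medium: 50 mM Tris-HCl pH 7.5 with Mg2+, KCl, DTT, BSA; Repeats: single replicate; Compound: 12.8 µM single point, 1% DMSO; Signal: epi absorbance; Reagent: 5 mM T5PNP chromogenic substrate; Benchmarks: no-enzyme high, DMSO-plus-enzyme low.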
# Numbers without * were called inactive; · = no result given. Hits appear at their usual frequency. Share with any hit: about 4.6%.
cpd	Structure	LEDGF integ inh	PRMT1 FP inh	UHRF1 binding	SIAE primary	MBD2 DNA inh
1	COc1cccc(NC(=O)COc2ccc(S(=O)(=O)NC(C)C)cc2)c1	1	1	-1	-5	2
2	O=C1CN(C(=O)COC(=O)CNS(=O)(=O)/C=C/c2ccccc2)c2ccccc2N1	4	-3	-1	0	3
3	CN1CCN(CCCNC(=O)CN2C(=O)COc3ccccc32)CC1	-1	0	-1	3	-3
4	CC1(C(=O)Nc2ccc3c(c2)OCCO3)CSCC(=O)N1CCCn1ccnc1 (stereo not drawn)	-1	0	-2	8	-1
5	COc1cccc(N2CCN(C(=O)c3cc4cc(Cl)ccc4[nH]3)CC2)c1	-3	1	-3	0	5
6	CN1CCCC(CC2c3ccccc3Sc3ccccc32)C1 (stereo not drawn)	0	-3	7	6	7
7	O=C(NCCc1ccc(F)cc1)C(=O)NCC1CCCN1S(=O)(=O)c1ccccc1 (stereo not drawn)	0	4	1	-6	-2
8	COc1cccc(C(=O)/C=C/Nc2ccc(S(=O)(=O)Nc3onc(C)c3C)cc2)c1	1	-1	2	-4	4
9	CC(=O)Nc1ccc2c(CSc3nnc(N)s3)cc(=O)oc2c1	1	0	3	-6	1
10	CNC(=O)c1cn2c3c(ccc(Cl)c3c1=O)OC(C)C2 (stereo not drawn)	-8	2	1	-4	0
11	Cc1cc(C)nc(SCC(=O)Nc2ccc(N3CCOCC3)c(Cl)c2)n1	1	-1	-2	6	-6
12	Cc1cccc(C)c1NC(=O)COC(=O)c1c(C)nn(-c2ccccc2)c1C	-4	1	1	2	1
13	O=C(N/C(=C\c1cccs1)C(=O)N1CCOCC1)c1ccco1	-1	-3	-6	4	-6
14	c1ccc(Oc2cc(-n3cccn3)ncn2)cc1	-4	0	0	8	-2
15	Cc1ccccc1OCc1nnc(SCC(=O)Nc2ccc3c(c2)oc2ccccc23)n1C	2	-2	-1	-7	6

cpd	proKLK7 act	TCR-CD3 inh	Tn7 DDE FP	DDE Tn6 FP inh	TDP2 absorb
1	-0.2	10	-5	-3	-9
2	0.0	4	-6	2	-15
3	-0.4	2	1	6	2
4	0.6	2	8	8	5
5	0.4	-6	4	-3	-3
6	-0.8	-2	2	4	-7
7	0.7	9	-5	-3	2
8	0.3	-4	-7	-2	-3
9	-0.5	2	0	-3	-11
10	3.7	-7	3	1	-3
11	0.2	-3	1	-7	-5
12	0.1	-8	-7	-8	3
13	0.0	4	3	9	7
14	0.9	-4	7	-5	5
15	-0.2	-2	7	-6	6

# Following part:
cpd	Structure	LEDGF integ inh	PRMT1 FP inh	UHRF1 binding	SIAE primary	MBD2 DNA inh
16	CCNC(=O)Nc1cc2nc(C)n(Cc3ccc(Br)cc3)c2nc1C	-2	1	0	2	1
17	Cc1ccc(Cn2cc(CN3[C@@H](C)COc4cc(Br)ccc4S3(=O)=O)nn2)cc1	4	0	-2	0	-5
18	Cc1cc(C)c(C(=O)/C=C/c2ccc3c(c2)OCO3)c(=O)[nH]1	3	-4	-5	1	0
19	S=C1NCCN1CC1CCN(CCC23CC4CC(CC(C4)C2)C3)CC1	0	-4	-2	1	-3
20	Cc1cc(OCc2nnc(SC(C)C(=O)O)n2-c2ccccc2)ccc1Cl (stereo not drawn)	-3	4	1	-4	3
21	Cc1ccsc1/C=N/NS(=O)(=O)c1ccc([N+](=O)[O-])cc1	-1	5	5	0	5
22	CNC(=O)/C(C#N)=C/c1cc(C)n(-c2ccc(N3CCOCC3)cc2)c1C	-1	0	0	2	2
23	COC(=O)c1cc(COc2ccc3ccc(=O)oc3c2)c(C)o1	3	-1	4	-2	-1
24	O=C(NCCCN1CCOCC1)c1ccccc1NS(=O)(=O)c1ccc(Br)cc1	-9	2	3	0	-2
25	Brc1ccccc1OCCNCc1ccccc1	0	-2	0	6	0
26	O=Cc1sc(Nc2ccccc2)nc1Cl	3	-1	-4	0	1
27	Cc1ccc(C(=O)NCc2ccccn2)cc1Cl	3	-3	-3	4	2
28	Cc1cc(OCC(=O)OCC(=O)c2ccc[nH]2)ccc1Cl	-1	2	-1	-7	1
29	Cc1nc2cncc(Br)c2n1C	0	1	0	2	-2
30	O=C(CSc1ccccc1)Nc1nc2ccccc2[nH]1	1	-2	-3	-5	-3

cpd	proKLK7 act	TCR-CD3 inh	Tn7 DDE FP	DDE Tn6 FP inh	TDP2 absorb
16	0.3	6	3	7	4
17	0.7	·	1	0	5
18	1.8	4	-3	-2	3
19	0.3	2	2	-2	5
20	0.1	-2	3	3	10
21	-0.2	-3	6	6	-1
22	1.2	-1	0	4	-5
23	-1.1	0	-3	-8	5
24	0.9	-1	-1	-2	-4
25	-0.3	14	0	-8	3
26	1.3	-1	3	-1	1
27	-0.5	3	5	3	4
28	0.1	5	6	-3	1
29	0.8	2	1	-6	9
30	0.6	0	-1	-6	10

# Some of these compounds in order of molar mass, low to high.
cpd	Structure	LEDGF integ inh	PRMT1 FP inh	UHRF1 binding	SIAE primary	MBD2 DNA inh
29	Cc1nc2cncc(Br)c2n1C	0	1	0	2	-2
26	O=Cc1sc(Nc2ccccc2)nc1Cl	3	-1	-4	0	1
30	O=C(CSc1ccccc1)Nc1nc2ccccc2[nH]1	1	-2	-3	-5	-3
18	Cc1cc(C)c(C(=O)/C=C/c2ccc3c(c2)OCO3)c(=O)[nH]1	3	-4	-5	1	0
28	Cc1cc(OCC(=O)OCC(=O)c2ccc[nH]2)ccc1Cl	-1	2	-1	-7	1
23	COC(=O)c1cc(COc2ccc3ccc(=O)oc3c2)c(C)o1	3	-1	4	-2	-1
21	Cc1ccsc1/C=N/NS(=O)(=O)c1ccc([N+](=O)[O-])cc1	-1	5	5	0	5
16	CCNC(=O)Nc1cc2nc(C)n(Cc3ccc(Br)cc3)c2nc1C	-2	1	0	2	1

cpd	proKLK7 act	TCR-CD3 inh	Tn7 DDE FP	DDE Tn6 FP inh	TDP2 absorb
29	0.8	2	1	-6	9
26	1.3	-1	3	-1	1
30	0.6	0	-1	-6	10
18	1.8	4	-3	-2	3
28	0.1	5	6	-3	1
23	-1.1	0	-3	-8	5
21	-0.2	-3	6	6	-1
16	0.3	6	3	7	4

# Next part
cpd	Structure	LEDGF integ inh	PRMT1 FP inh	UHRF1 binding	SIAE primary	MBD2 DNA inh
31	COCCN(C(=O)COC(=O)c1nc(Cl)ccc1Cl)c1c(N)n(Cc2ccccc2)c(=O)[nH]c1=O	0	-4	0	0	1
32	O=C(CCN1C(=O)/C(=C\c2cccs2)SC1=S)Nc1ccccn1	-7	9	1	-11	-2
33	CC1(C)CSC(=NCCc2ccccc2)N1C(=O)c1ccc(C#N)cc1	1	-2	16	-5	5
34	COc1ccc(-c2cc3nc(NCc4ccc(N(C)C)cc4)n(C)c(=O)c3s2)cc1OC	0	-4	-4	-48	-5
35	CC(=O)C[C@H](O)CC(=O)[C@H]1OC(=O)CCCCCc2ccccc21	3	6	-1	-1	7
36	CC1CCCCC12NC(=O)N(CC(=O)OCC(=O)N(C)C1CCCCC1)C2=O (stereo not drawn)	0	-1	-1	4	-4
37	CCCCSc1nnc(-c2ccc(OC)cc2)n1C	-1	3	-3	1	0
38	CCc1nnc(NC(=O)c2sc3nc4c(cc3c2N)CCCCC4)s1	-1	2	0	8	-1
39	Cc1cccc(NC(=O)CNC(=O)C23CC4CC(CC(Cl)(C4)C2)C3)n1	-3	-6	-1	11	-1
40	CC(C)C(=O)OCC(=O)Nc1ccc2c(c1)CCC2	1	0	-1	4	-8
41	CN(C)[C@@H]1C(=O)C(C(N)=O)=C(O)[C@@]2(O)C(=O)C3=C(O)c4c(O)ccc(Cl)c4[C@@H](O)[C@H]3C[C@@H]12	39*	32*	35*	13	18*
42	CCNC(=S)NNC(=O)c1ccncc1	3	-6	-2	5	-4
43	O=C(CSc1nc2ccccc2c(=O)n1-c1ccccc1Cl)Nc1cccc(S(=O)(=O)N2CCOCC2)c1	0	-1	-3	-55	1
44	O=C(Nc1ccc(F)c([N+](=O)[O-])c1)C1CCCO1 (stereo not drawn)	0	-1	0	0	1
45	CCC(=O)N1CCCC(C)(C(=O)Nc2ccc(OC)c(F)c2)C1 (stereo not drawn)	-3	-1	4	4	6

cpd	proKLK7 act	TCR-CD3 inh	Tn7 DDE FP	DDE Tn6 FP inh	TDP2 absorb
31	0.8	-2	-9	8	8
32	-0.8	-4	-2	-4	-7
33	-0.2	0	3	4	-2
34	2.8	-2	-7	-13	-13
35	-0.2	0	-7	-1	0
36	0.8	1	3	0	4
37	0.6	4	-1	-2	3
38	-23	1	1	7	-4
39	0.1	3	5	2	8
40	-0.2	1	-1	3	-6
41	-2.1	21*	8	6	-2
42	-0.2	7	3	-1	9
43	0.3	8	7	6	-6
44	0.0	9	1	4	0
45	0.3	-3	-3	0	3

# (listing goes on)
cpd	Structure	LEDGF integ inh	PRMT1 FP inh	UHRF1 binding	SIAE primary	MBD2 DNA inh
46	CCOC(=O)C(C)n1cnc2c(nnn2-c2cccc(OC)c2)c1=O (stereo not drawn)	-1	0	-2	-7	2
47	C#CCOc1c(Br)cc(/C=N/O)cc1OCC	2	-4	-4	8	-4
48	O=C(CCC1CCCN(C(=O)c2ccc(F)c(F)c2)C1)N1CCN(c2ccccn2)CC1 (stereo not drawn)	2	-4	3	2	4
49	CC(=O)c1cccc(-c2ccnc3c2CC(C(=O)Nc2ccccc2)O3)c1 (stereo not drawn)	4	-2	-3	-2	-3
50	CCOC(=O)c1csc(NC(=O)c2cc(OC)c(OC)c(OC)c2)n1	0	1	0	-2	-2
51	CCOc1ccc(NC(=O)CN2CCN(CC(=O)Nc3ccc(OC)cc3)CC2)cc1	10	1	-5	8	-1
52	O=C1COc2ccc(C(=O)COC(=O)c3nc(Cl)ccc3Cl)cc2N1	-1	6	2	-7	8
53	COc1ccc(S(=O)(=O)N2CCCC2)cc1C(=O)N1CCCCC1	-1	0	-2	2	-9
54	COc1ccccc1C=NC(CO)C(O)c1ccc([N+](=O)[O-])cc1 (stereo not drawn)	-4	-2	2	-4	2

cpd	proKLK7 act	TCR-CD3 inh	Tn7 DDE FP	DDE Tn6 FP inh	TDP2 absorb
46	0.5	-6	-4	1	1
47	-0.3	-1	0	3	6
48	-0.2	2	-5	2	-15
49	0.0	-1	0	1	-1
50	0.0	11	-7	7	-3
51	0.5	-6	1	0	-4
52	0.7	2	-6	6	16
53	-0.7	3	4	4	2
54	0.2	9	1	1	-6

# From PubChem
